EPAC1 agonist – activates human EPAC1 exchange factor | O95398 | EPAC1 agonist qHTS, biochemical assay; response scale: 100% = response to 6.5 mM cAMP | Potency, µM (titrated, usually from 154 µM), for inactives: at the highest dose activation, most hits filed as activators | 360,000 compounds, 0.073% hits | AID 720707; further: potency means the concentration at half of the fitted maximal effect; nearly all actives have a fitted effect of over 60% in size
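Nucleotide exchange assay: 100 nM EPAC1 with 250 nM Rap1B loaded with BODIPY-GDP and 50 uM GDP, room temperature. Fluorescence (480/540 nm) read every 5 min for 30 min; signal change normalized to 6.5 mM cAMP as full agonist.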
PLK1 PBD block – inhibitors of human PLK1 polo-box domain binding; P53350; Plk1 PBD binding of FITC phosphopeptide, fluorescence polarization; Potency, µM, for the others: max response, negative = inhibition, most hits filed as inhibitors; 360,000 compounds, 2.8% hits; AID 720504; further: potency means the concentration at half of the fitted maximal effect; series mostly up to about 57 µM; on the % scale 0 is the no-effect control and ±100 the full control effect; nearly all actives have a fitted effect of over 65% in size
Target sequence (P53350 whole entry, looked up, the tested form may be a part): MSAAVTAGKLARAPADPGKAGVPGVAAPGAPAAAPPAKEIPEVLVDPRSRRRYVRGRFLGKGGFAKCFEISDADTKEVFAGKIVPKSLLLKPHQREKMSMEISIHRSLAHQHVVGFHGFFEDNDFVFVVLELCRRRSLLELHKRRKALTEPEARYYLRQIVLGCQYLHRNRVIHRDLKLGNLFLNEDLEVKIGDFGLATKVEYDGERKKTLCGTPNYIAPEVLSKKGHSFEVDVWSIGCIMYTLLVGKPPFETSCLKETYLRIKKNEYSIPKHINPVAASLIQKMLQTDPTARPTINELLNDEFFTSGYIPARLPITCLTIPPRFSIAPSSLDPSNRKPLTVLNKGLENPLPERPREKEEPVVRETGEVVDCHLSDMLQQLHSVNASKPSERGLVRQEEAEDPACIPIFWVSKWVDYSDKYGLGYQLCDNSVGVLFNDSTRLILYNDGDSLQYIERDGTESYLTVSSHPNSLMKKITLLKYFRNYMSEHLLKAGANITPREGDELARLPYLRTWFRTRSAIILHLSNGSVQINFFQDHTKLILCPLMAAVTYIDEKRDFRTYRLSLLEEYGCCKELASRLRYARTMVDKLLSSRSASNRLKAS
EPAC1 antag – blocks human EPAC1 exchange factor | O95398 | EPAC1 GEF assay, Rap1b-BODIPY-GDP exchange fluorescence | Potency, µM (highest dose often 115 µM), for the others: at the highest dose activity change, negative = inhibition, hits mostly inhibitors | 360,000 compounds, 0.14% hits;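 further: potency means the concentration at half of the fitted maximal effect; plate controls were vehicle for no effect and positive control for full effect; nearly all actives have a fitted effect of over 50% in size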
FUS suppressor – suppressors of FUS proteinopathy in yeast; S. cerevisiae FUS-expressing, growth rescue, OD600, 24 h; Potency, µM (series often up to 76.6 µM), inactives show at the highest dose growth rescue (activation), hits mostly activators; 390,000 compounds, 0.24% hits;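 further: potency means the concentration at half of the fitted maximal effect; plate controls were DMSO vehicle for no effect and reference control for full effect; nearly all actives have a fitted effect of over 55% in size; some results filed as inactive show a strong effect at the top dose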
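Cultures pregrown in 2.5% raffinose medium are shifted to minimal medium containing 2% galactose to express toxic FUS. Compounds are tested at several concentrations. After 24hr at 30C, growth is quantified at 600 nm absorbance.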
aSyn rescue – alpha-synuclein toxicity inhibition in yeast; 370,000 compounds, 0.14% hits; Potency, µM (series often up to 46.1 µM), for the others: top-dose growth rescue (activation), most hits filed as activators; Yeast expressing alpha-synuclein, growth rescue, BacTiter-Glo, 24 h; further: potency means the concentration at half of the fitted maximal effect; % of control where 0% means no effect; nearly all actives have a fitted effect of over 65% in size
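Readout is rescue of growth in alpha-synuclein-expressing yeast, so inhibitors of toxicity appear as activators. Growth after 24 hr at 30 deg C in galactose medium is quantified by luminescence.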
WRN helicase inh – inhibitors of human WRN helicase. WRN helicase unwinding, fluorescent forked duplex, kinetic. Q14191. 360,000 compounds, 0.46% hits. AID 651768. Potency, µM (series often up to 114 µM), for inactives: at the top dose activity change, negative = inhibition, hits mostly inhibitors; further: potency means the concentration at half of the fitted maximal effect; on the % scale 0 is the no-effect control and ±100 the full control effect; nearly all actives have a fitted effect of over 55% in size
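Primary qHTS, 1536-well format. 20 nM WRN + compound, 15 min RT; start with 100 nM forked fluorophore/quencher duplex, 2 mM ATP (final); kinetic read ex 525/em 598 nm.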
Abeta rescue – restores growth of yeast expressing A-beta42 peptide | yeast expressing A-beta42, growth rescue, OD600, 48 h; response scale: 0% DMSO, 100% iron-clioquinol control | Potency, µM (doses to about 46.1 µM), without a hit: at the top dose growth rescue, hits mostly activators | 410,000 compounds, 0.063% hits; further: potency means the concentration at half of the fitted maximal effect; nearly all actives have a fitted effect of over 55% in size
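Growth rescue measured by 600 nm absorbance after 48 h yeast culture at 30 C with compound. Values normalized between DMSO and an equimolar ferric chloride plus clioquinol control.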
IL-2 act – IL-2 activation | IL-2 activation reporter assay, cell-based qHTS; stimulated with anti-CD3/CD4/CD28 beads; in transgenic mouse T cells | activation, % (series mostly up to about 46 µM) | 360,000 compounds, 0.065% hits | AID 652025; in the data active means activation above about 50%; inconclusive means mostly about 30% to 49%; further: 0% is about no effect
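Screening format: compound pinned onto unstimulated transgenic mouse T cells, 60 min incubation, then anti-CD3/anti-CD4/anti-CD28 bead stimulation for 18 hours at 37 degrees C, followed by EGFP and DsRed detection.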
PI5P4K alpha inh – PI5P4K alpha (human) kinase inhibition. P48426. PI5P4Kalpha enzyme, ADP-Glo luminescence, 60 min; stronger effect = lower value. max response, %. 330,000 compounds, 1.2% hits. AID 652105; active means max response of -50% or lower; inconclusive means between -30% and -50%; inactive means -30% or higher; further: value at the top dose of about 77 µM; on the % scale 0 is the no-effect control and ±100 the full control effect
Target sequence (P48426 whole entry, looked up): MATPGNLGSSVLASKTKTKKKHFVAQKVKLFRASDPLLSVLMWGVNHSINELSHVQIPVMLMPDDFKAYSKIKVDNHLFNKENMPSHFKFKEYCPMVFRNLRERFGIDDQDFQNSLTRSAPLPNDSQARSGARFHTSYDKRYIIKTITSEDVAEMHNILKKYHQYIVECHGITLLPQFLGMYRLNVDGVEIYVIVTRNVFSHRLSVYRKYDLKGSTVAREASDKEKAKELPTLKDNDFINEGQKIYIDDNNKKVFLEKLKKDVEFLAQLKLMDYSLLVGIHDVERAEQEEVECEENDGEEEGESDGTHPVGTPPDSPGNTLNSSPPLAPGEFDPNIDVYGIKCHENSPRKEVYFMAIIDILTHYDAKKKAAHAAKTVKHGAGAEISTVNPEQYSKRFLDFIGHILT
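Reactions run in 0.038 M HEPES pH 7.4, 0.28 mM EGTA, 0.1% CHAPS and 5% DMSO, with PI5P4Kalpha, substrate, compound and 5 microM ATP final, one hour at room temperature. Readout is ADP-Glo luminescence.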
* = called active by the depositor; ? = inconclusive; . = not tested or not shown; [ ] = dose if it differs, or a comment. Unless noted, the call rests on the fitted dose curve; in most records, active means well fitted curve in the direction sought with a large enough effect; inconclusive means small, poorly fitted or top-dose-only effect, or another doubt; inactive means no such curve, though single readings can be large; an effect the other way counts as inactive or inconclusive. Only part of the results is shown; the hit share may differ from the screen's.

Structure	EPAC1 agonist	PLK1 PBD block	EPAC1 antag	FUS suppressor	aSyn rescue	WRN helicase inh	Abeta rescue	IL-2 act	PI5P4K alpha inh
COc1ccc(NC(=O)N2C[C@@H]3C[C@@H](C2)c2cccc(=O)n2C3)c(OC)c1	-21%	0%	9%	-21%	-1%	10%	-13%	0.4	2
COc1ccc(CCN(C)Cc2ccncc2)cc1OC	-4%	-7%	2%	5%	5%	0%	6%	2.9	.
CCC1(CC)COP(=O)(OCC(Cl)CCl)OC1 (configuration not stated)	3%	2%	-2%	1%	-5%	-20%	6%	1.2	3
N=C1c2ccccc2CN1NC(=O)c1ccco1	2%	0%	-9%	18%	-6%	-1%	12%	-0.8	2
C=CCn1c(O)c(C(C)=NCCN2CCCCC2)c(=O)[nH]c1=O	1%	-5%	-1%	13%	0%	-1%	17%	5.4	.
Cc1ccc(S(=O)(=O)N2CCN(C(=O)COC(=O)Cc3ccccc3)CC2)c(C)c1	7%	-8%	-5%	27%	0%	-2%	-2%	-3.3	5
O=[N+]([O-])c1ccc(Cl)cc1	-4%	-1%	-7%	-34%	-10%	-1%	-26%	0.4	5
CCOP(=O)(OCC)C1(C(=O)O)CCCC1	-2%	7%	18%	-25%	-2%	-11%	-4%	0.1	-6
O=c1[nH]c2ccccc2n1C1CCN(C(c2cccc3ccccc23)c2nnnn2-c2ccc3c(c2)OCCO3)CC1 (configuration not stated)	-8%	-1%	-5%	?	9%	-8%	2%	-0.4	0
CCC1C2CC3C4N(C)c5ccccc5C45CC(C2C5O)N3[C@@H]1O (some centres not stated)	-16%	-15%	9%	-23%	1%	8%	-1%	2.5	2
C=C1C(=O)O[C@@H]2C[C@@H](C)[C@H]3C=CC(=O)[C@]3(O)C[C@@H]12	-9%	-7%	-18%	1%	3%	-24%	-7%	0.5	-2
CC1CC2(C)C(CCC3C2CCC2(C)C(OP(=O)(N4CC4)N4CC4)CCC32)CC1=O (configuration not stated)	5%	2%	8%	.	10%	3%	-10%	0.0	23
O=C(c1ccccc1)N1C(=O)C(c2ccccc2)Oc2ccccc21 (configuration not stated)	3%	2%	15%	1%	-29%	-23%	-72%[inhibitor]	-0.7	6
COc1cccc(N2C(=O)CC(=O)NC2=O)c1	14%	-13%	1%	26%	2%	-7%	-2%	2.1	.
C=CCN1C(=O)NC(=O)/C(=C/C=C/c2ccccc2)C1=O	4%	?	-2%	35%	-9%	?	12%	-0.1	?
C=C(C)c1cccc(C(C)(C)NC(=O)NC2CN3CCC2CC3)c1 (configuration not stated)	7%	-8%	-14%	9%	0%	7%	-6%	0.5	.

Structural class, the compounds so far containing a halogen (2)
Structure	EPAC1 agonist	PLK1 PBD block	EPAC1 antag	FUS suppressor	aSyn rescue	WRN helicase inh	Abeta rescue	IL-2 act	PI5P4K alpha inh
CCC1(CC)COP(=O)(OCC(Cl)CCl)OC1 (configuration not stated)	3%	2%	-2%	1%	-5%	-20%	6%	1.2	3
O=[N+]([O-])c1ccc(Cl)cc1	-4%	-1%	-7%	-34%	-10%	-1%	-26%	0.4	5

More records follow.
Structure	EPAC1 agonist	PLK1 PBD block	EPAC1 antag	FUS suppressor	aSyn rescue	WRN helicase inh	Abeta rescue	IL-2 act	PI5P4K alpha inh
CCOC(=O)C1=C(C)N(C)C2(C)CC1c1ccccc1O2 (configuration not stated)	-2%	-8%	-11%	?	-2%	9%	-3%	0.1	3
O=C(Cc1c[nH]c2ccccc12)NNCc1ccc(N(CCCl)CCCl)cc1	-1%	-1%	-7%	?	9%	-3%	2%	-0.7	3
COc1ccc(C(=O)CC2(CC(=O)c3ccc(OC)cc3)C(=O)N(C)C(=O)N(C)C2=O)cc1	3%	-8%	4%	7%	8%	0%	9%	0.8	0
CC(=O)N1CN2CN(C1)CN(C(C)=O)C2	3%	-3%	-13%	-17%	5%	-4%	12%	0.4	1
Cc1nc2cc(-c3ccccc3)nn2c(C)c1CCC(=O)N1CCC2(CC1)OCCO2	-2%	-9%	0%	-1%	1%	-2%	-5%	-2.0	.
C[C@]12CCC3C(CC[C@H]4C[C@@H](O)CC[C@]34C)C1C[C@@H](Br)[C@@H]2O (some centres not stated)	3%	-8%	33%[activator]	17%	0%	12%	-2%	0.8	-1
OC[C@H]1O[C@@H](n2cnc3cc(Cl)c(Cl)cc32)[C@H](O)[C@@H]1O	-1%	0%	13%	-39%	6%	3%	-14%	0.0	9
O=[N+]([O-])c1ccc(N2CC2)c([N+](=O)[O-])c1	-1%	-5%	4%	-15%	-1%	10%	-5%	-0.7	-2
CCOc1ccccc1-n1c(O)c(C=Nc2ccc(N(CC)CC)cc2)c(=O)[nH]c1=O	71µM*	7%	8%	14%	6%	-8%	-4%	0.0	-14
COc1ccc(NC(=O)c2cn(CCC#N)nc2-c2cccc([N+](=O)[O-])c2)cc1	5%	-12%	-13%	20%	3%	-7%	9%	-0.8	-1
COc1ccc(/C=C2/C(=O)NC(=S)N(C3CC3)C2=O)cc1CN1C(=O)c2ccccc2C1=O	10%	2.7µM*	41%[activator]	63%	?	14µM*	14%	2.2	-88*
CC1(C)C(c2ccccc2)=NC(c2cccnc2)=[N+]1[O-]	-7%	-27%	3%	-15%	7%	50µM*	15%	0.0	13
CC(C)(C)n1cc(C(=O)c2ccc3ccccc3c2O)cn1	2%	-12%	0%	19%	-5%	-1%	-3%	-0.1	-5
Cn1ncnc2c(=O)n(C)c(=O)nc1-2	-7%	?	?	-21%	-13%	-4%[11.6 µM]	-56%[inhibitor]	-1.8	0
CNS(=O)(=O)c1ccc(N=Cc2c(O)n(-c3ccc(C)cc3)c(=O)[nH]c2=O)cc1	-4%	2%	?	17%	-2%	-17%	-2%	-1.9	?
COc1cc(CN2CCNCC2)cc(OC)c1OC	4%	-18%	4%	-8%	-3%	12%	-3%	-1.5	-10

New compounds follow.
Screens in order – EPAC1 agonist	PLK1 PBD block	EPAC1 antag	FUS suppressor	aSyn rescue	WRN helicase inh	Abeta rescue	IL-2 act	PI5P4K alpha inh
> CC1=C(C(=O)OC(C)C)[C@]2(C(=O)N(CC(N)=O)c3ccccc32)C(C#N)=C(N)O1
  -5%	-6%	4%	5%	-5%	5%	-9%	-4.1	0
> CCOP(=O)(OCC)c1cccc(OP(=O)(c2cccc([N+](=O)[O-])c2)c2cccc([N+](=O)[O-])c2)c1
  5%	-5%	4%	10%	-4%	-4%	-16%	-0.6	4
> Cn1cc(C(O)CN2CCCCC2)c2ccccc21 (configuration not stated)
  -4%	-5%	-14%	-7%	-8%	-1%	-4%	-1.8	0
> NNc1n[nH]c(=S)n1N
  7%	9%	-17%	5%	-7%	7%	-6%	-0.8	-8
> CCN(CC)C(=O)c1ccc(NC(=O)CNC(C)c2cccc3ccccc23)cc1 (configuration not stated)
  2%	-8%	-19%	25%	-8%	7%	5%	0.1	4
> COc1cccc2c1O[C@H]1C(=O)CC[C@H]3CN(C)CCC231 (some centres not stated)
  .	.	2%	-18%	.	.	4%	0.2	.
> O=C1NCN(c2ccccc2)C12CCN(C(c1cccs1)c1nnnn1-c1ccc3c(c1)OCCO3)CC2 (configuration not stated)
  -1%	6%	-23%	22%	0%	2%	-2%	-0.2	0
> COC(=O)C12CCc3c(ccc4cc(OC)ccc34)C1=CC(=O)C2 (configuration not stated)
  13%	3%	-2%	.	17%	0%	-17%	-5.3	14
> O=C(C1CCN(S(=O)(=O)N2CCOCC2)CC1)N1CCC2(CC1)OCCO2
  2%	-5%	12%	27%	1%	-10%	-7%	-4.3	.
> Nc1nonc1OCCCCOc1nonc1N
  -1%	-17%	?	-1%	7%	-1%	-4%	0.7	4

In a second layout: results already given
Molecule: Cn1cc(C(O)CN2CCCCC2)c2ccccc21 (configuration not stated)
  EPAC1 agonist: -4% | PLK1 PBD block: -5% | EPAC1 antag: -14% | FUS suppressor: -7% | aSyn rescue: -8% | WRN helicase inh: -1% | Abeta rescue: -4% | IL-2 act: -1.8 | PI5P4K alpha inh: 0

Molecule: NNc1n[nH]c(=S)n1N
  EPAC1 agonist: 7% | PLK1 PBD block: 9% | EPAC1 antag: -17% | FUS suppressor: 5% | aSyn rescue: -7% | WRN helicase inh: 7% | Abeta rescue: -6% | IL-2 act: -0.8 | PI5P4K alpha inh: -8

More structures:
Screens in order – EPAC1 agonist	PLK1 PBD block	EPAC1 antag	FUS suppressor	aSyn rescue	WRN helicase inh	Abeta rescue	IL-2 act	PI5P4K alpha inh
> C/C(=N\Nc1ccccc1)c1c(O)[nH]c(=O)[nH]c1=O
  3%	1%	10%	16%	15%	-3%	3%	-0.4	-3
> COc1cc2c(cc1OC)C13CCN4CC5=CCOC(CC(=O)O)C(C5CC41)C3N2 (configuration not stated)
  -9%	-10%	-15%	.	-1%	1%	-10%	-2.8	-3
> O=C1CN(O)C(c2ccccc2)=c2cc(Cl)ccc2=N1
  7%	-5%	3%	-9%	1%	-7%	-4%	0.1	6
> COc1ccc(NS(=O)(=O)c2cc(N=Nc3c(O)[nH]c(=O)[nH]c3=O)ccc2Cl)cc1
  2%	-8%	-8%	5%	-7%	?	14%	0.8	-9
> C#CCN(C)[C@H](C)Cc1ccccc1
  -3%	1%	-13%	-36%	6%	2%[11.6 µM]	-10%	0.1	6
> Cc1ccc(OC(=O)N(C)C[C@H]2OCc3cnnn3CCCC(=O)N([C@H](C)CO)C[C@@H]2C)cc1
  3%	-21%	-23%	-3%	8%	-1%	-9%	1.2	0
> COC(=O)C1=C(c2ccc(S(C)(=O)=O)cc2)C[C@@H]2CC[C@H]1N2C(=O)NCc1ccco1
  -3%	-5%	-6%	1%	0%	-5%	1%	0.8	9
